Bioassay records from PubChem.
NCI-60 one-dose screen, 48 h, at 10 µM unless noted. Numbers give growth in % (100 = growth as untreated, 0 = no growth, -100 = all killed).
NCI/ADR-RES: NCI/ADR-RES ovarian cells | actives 4.4% (n = 81,000) | AID 1794790
HT29: HT29 colon cancer | actives 7.4% (n = 81,000) | AID 1794748
NCI-H522: NCI-H522 lung cancer. AID 1794739. actives 8% (n = 78,000)
NCI-H226: NCI-H226 lung cancer; actives 3.5% (n = 79,000)
NCI-H460: NCI-H460 lung cancer; AID 1794736; actives 6.8% (n = 82,000)
HCT-116: HCT-116 colon cancer. AID 1794798. actives 7.3% (n = 82,000)
COLO 205: COLO 205 colon cancer; actives 7.3% (n = 79,000); AID 1794742
HCT-15: HCT-15 colon cancer | actives 5.2% (n = 82,000)
NCI-H322M: NCI-H322M lung cancer | actives 2.7% (n = 80,000) | AID 1794733
Active calls of the source: *; . = not tested or not shown; & = joins results of further samples; [ ] = dose if it differs, or a comment. The calls were made as follows: active = growth percent below 10; inactive = the rest.

Under each structure – NCI/ADR-RES, HT29, NCI-H522, NCI-H226, NCI-H460, HCT-116, COLO 205, HCT-15, NCI-H322M
1	C=CCOc1ccccc1C
→ 102, 116, 92, 75, 98, 99, 121, 101, 89
2	CN(C)Cc1ccc(O)c(C(=O)O)c1
→ 105, 107, 102, 108, 105, 109, 117, 107, 109
3	CC1=C(C)C(=O)C(Nc2ccc(C)cc2)=C(Cl)C1=O
→ ., 104, 94, 102, 101, 96, 111, 102, 105
4	CN(C)C(=S)SC(=S)N(C)C
→ 101&104, 60&82, 61&77, 104, 91&99, 68&87, 49&81, 96&88, 86&101
5	ClC1CC/C=C\CC/C=C/CCC1Cl (stereo not drawn)
→ 105, 92, 88, 97, 102, 95, 116, 97, 97
6	Nc1cc(-c2nc3sccn3c2-c2ccnc(NCCCNS(=O)(=O)c3ccc(F)cc3)n2)ccc1F
→ 48, 18, 48, 51, 47, 37, 32, 28, 70
7	c1ccc(-c2nnc(-c3c[nH]c4ncccc34)o2)cc1
→ 91, 101, 82, 76, 99, 90, 110, 98, 89
8	COc1ccc2c(N)ncc(C#Cc3cc(C(=O)Nc4ccc(CN5CCN(C)CC5)c(C(F)(F)F)c4)cnc3C)c2c1
→ 16, -78*, -38*, 55, ., -76*, ., -76*, 32
9	N#CC(Cc1ccccc1)C(=O)O (stereo not drawn)
→ 101, 96, 110, 99, 107, 106, 112, 98, 110
10	Cc1ncoc1C(=O)O
→ 111, 102, 99, 108, 117, 103, 118, 107, 103
11	CC(=O)CCC(CCC(C)=O)(CCC(C)=O)[N+](=O)[O-]
→ 101, 98, 87, 93, 106, 98, 107, 101, .
12	Nc1nc(Cl)c(Cl)nc1N
→ 102, 105, 87, 103, 100, 92, 124, 88, 107
13	O=C(CSC1CCc2ccccc21)N/N=C/c1ccccc1O (stereo not drawn)
→ 24, ., 7.5*, 68, 31, 31, 46, 34, 23
14	CC(C)C1(C(C)C)NC(=O)NC1=O
→ 103, 103, 95, 102, 100, 99, 117, 110, 119
15	CC(C)=CCC/C(C)=C/C=N/NC(=O)C1CCC(=O)N1 (stereo not drawn)
→ 107, 104, 97, 105, 100, 108, 108, 94, 99

Along the list, quoted from above.
NCI-H322M, entries 4–15, in order: 86&101, 97, 70, 89, 32, 110, 103, ., 107, 23, 119, 99

Next part
Under each structure – NCI/ADR-RES, HT29, NCI-H522, NCI-H226, NCI-H460, HCT-116, COLO 205, HCT-15, NCI-H322M
16	NS(=O)(=O)c1ccc(Nc2nc(O)c(/C=C3\C=Nc4ccccc43)s2)cc1
→ 101, 114, 92, 100, 99, 93, 122, 107, 91
17	COc1ccc(/C=C/C(=O)c2ccc(NC(=O)CSc3nnc(-c4ccccc4)o3)cc2)cc1
→ 95, 99, 93, 101, 101, 91, 105, 105, 92
18	CCCCc1oc2ccc([N+](=O)[O-])cc2c1C(=O)c1ccc(C#Cc2ccc(F)cc2)cc1
→ 89, 53, 72, 76, 80, 63, 84, 87, 92
19	CCOC(=O)c1cnc2sc(-c3ccccc3)nc2c1N
→ 92, 108, 99, 82, 102, 106, 105, 101, 91
20	[O-]/[N+](=C\C=C\c1ccccc1)c1ccccc1
→ 103, 102, 102, 98, 107, 102, 141, 104, 113
21	COc1ccc(Sc2cccc(Cl)c2)c(C(=O)O)c1
→ 107&102, 109&103, 91, 101&106, 101&103, 92&105, 115&114, 109&103, 96&97
22	CNC(=O)c1cc(Oc2ccc3c(c2)sc2nc(-c4cc(OC)c(OC)c(OC)c4)cn23)ccn1
→ 63, 65, 50, 49, 66, 55, 17, 54, 72
23	CC12OC(CC(O)C1O)n1c3ccccc3c3c4c(c5c6ccccc6n2c5c31)C(=O)N(CCN1CCCC1)C4=O (stereo not drawn)
→ 46, 5.1*, -1.0*, 2.5*, -17*, 13, 14, 11, 28
24	C[C@@]1(F)[C@H](O)[C@@H](CO)O[C@H]1n1ncc(=O)[nH]c1=O
→ 103, 91, 92, 98, 108, 92, 102, 99, 101
25	CCC1CCCC/C1=N\Nc1ccc([N+](=O)[O-])cc1[N+](=O)[O-] (stereo not drawn)
→ 113, 100, 90, 109, 110, 97, 109, 104, 113
26	O=C(c1nc2ccccc2[nH]1)C1C(c2ccc(C(F)(F)F)cc2)C2CC3CCCC[C@H]3N2[C@@]12C(=O)Nc1cc(Cl)ccc12 (stereo partly drawn)
→ 66, 48, 73, 75, 48, 40, 58, 48, 74
27	CC[C@H](Nc1nc(N)nc(C)c1C#N)c1nc2cccc(NCc3ccc(C(=O)NO)cc3)c2c(=O)n1-c1ccccc1
→ 75, 3.5*, -38*, 24, 3.8*, -50*, -2.5*, 39, 15
28	O=C(CSC(=S)N1CCN(c2ccccc2)CC1)Nc1nc2ccc(Cl)cc2s1
→ 99, 108, ., ., 111, 98, 111, 115, 96
29	Nc1cccc(CC(N)C(=O)O)c1 (stereo not drawn)
→ 104, 75, 65, 102, 102, 90, 104, 110, 107
30	Cc1nc2ccc(-c3ccccc3)cc2s1
→ 96&130, 111&94, 95&104, 104&88, 105&110, 93&93, 124&121, 102&107, 115&110

Entries of single compounds from above. Order of values: NCI/ADR-RES	HT29	NCI-H522	NCI-H226	NCI-H460	HCT-116	COLO 205	HCT-15	NCI-H322M
CC12OC(CC(O)C1O)n1c3ccccc3c3c4c(c5c6ccccc6n2c5c31)C(=O)N(CCN1CCCC1)C4=O (stereo not drawn) as listed: 46	5.1*	-1.0*	2.5*	-17*	13	14	11	28
[O-]/[N+](=C\C=C\c1ccccc1)c1ccccc1 as listed: 103	102	102	98	107	102	141	104	113
COc1ccc(/C=C/C(=O)c2ccc(NC(=O)CSc3nnc(-c4ccccc4)o3)cc2)cc1 as listed: 95	99	93	101	101	91	105	105	92
O=C(CSC(=S)N1CCN(c2ccccc2)CC1)Nc1nc2ccc(Cl)cc2s1 as listed: 99	108	.	.	111	98	111	115	96
CN(C)Cc1ccc(O)c(C(=O)O)c1 as listed: 105	107	102	108	105	109	117	107	109

Next section
Under each structure – NCI/ADR-RES, HT29, NCI-H522, NCI-H226, NCI-H460, HCT-116, COLO 205, HCT-15, NCI-H322M
31	CC(C)CCOCC(O)CNCCN (stereo not drawn)
→ 115, 103, 100, 105, 107, 102, 108, 100, 104
32	O=C(N[C@@H]1C[C@H]1c1ccc(F)c(F)c1)N[C@@H]1C[C@H]1c1ccc(F)c(F)c1
→ 101, 102, 88, 100, 105, 91, 113, 102, 100
33	COc1ccc(C(=O)Nc2ccc(Oc3cc4cc(OC)c(OC)cc4nc3C)cc2)cc1OC
→ 101, 90, 65, 79, 88, 69, 106, 96, .
34	Sc1ccc2ccccc2c1CNC1CCCCC1
→ 102, 112, 94, 105, 110, 91, 118, 99, 108
35	CC(=NNc1ncnc2ccccc12)c1ccc(S(C)(=O)=O)cc1
→ 103, 112, 100, 97, 108, 100, 113, 97, 100
36	NC(=O)N/N=C/c1cn(-c2ccc(C(=O)O)cc2)nc1-c1ccc(C(=O)O)cc1
→ 109, 105, 91, 96, 104, 104, 111, 103, 97
37	CCCCCCCCn1ccc2cc(NC(=O)CN=[N+]=[N-])ccc21
→ 116, 104, 88, 95, 107, 98, 118, 97, 102
38	Nc1cc(N)c2nc(-c3ccccc3)c(NCCc3ccc(Cl)c(Cl)c3)nc2c1
→ -54*, -36*, -72*, -76*, -11*, -91*, -62*, -88*, -92*
39	CC1NC(=S)NC(c2cccs2)=C1C(=O)/C=C/Nc1nccs1 (stereo not drawn)
→ 98, 96, 89, 91, 111, 53, 75, 89, 98
40	C#CCOc1ccc2ncnc(N3CCC(NC(=O)CCl)CC3)c2c1
→ 88[8.25 µM], 65[8.25 µM], 56[8.25 µM], 2.3*[8.25 µM], 81[8.25 µM], 56[8.25 µM], 82[8.25 µM], 68[8.25 µM], 88[8.25 µM]
41	COc1ccc2c3c1O[C@H]1C[C@@H](O)C=C[C@@]31CCN(C)C2
→ 109, 100, ., 97, 107, 102, 112, 98, .
42	COC1OC(CO)C(OC)C(O)C1NC(O)COCCOC(O)CNC(=S)N=Nc1c(O)[nH]c2ccccc12 (stereo not drawn)
→ 106, 110, 98, 102, 104, 102, 105, 105, 101
43	CN1CCN(c2ccc3cc(-c4nc5ccccc5[nH]4)c(=O)oc3c2)CC1
→ 87, 108, 95, 89, 93, 82, 92, 91, 105
44	O=C(CCN1C(=O)/C(=C/c2ccc(O)cc2)SC1=S)Nc1cccc(O)c1
→ 94, 111, 85, 97, 105, 93, 107, 93, 96
45	Cc1cc(C)c(C)c(C(=O)OC(C)C)c1C
→ 97, 94, 91, 100, 97, 90, 98, 107, 91

Carrying on:
Under each structure – NCI/ADR-RES, HT29, NCI-H522, NCI-H226, NCI-H460, HCT-116, COLO 205, HCT-15, NCI-H322M
46	COc1ccc(C2CC(c3cccc(OC)c3)=NN2C(=O)c2cc(OC)c(OC)c(OC)c2)cc1 (stereo not drawn)
→ -30*, 14, 2.3*, 80, 11, 15, -1.6*, 31, 45
47	O=c1cc[nH]c2c(Cl)cccc12
→ 83, 106, 96, 90, 99, 89, 100, ., 71
48	Cc1ccc2c(n1)C(=O)C(Cl)=C(Nc1ccc(S(=O)(=O)Nc3nnc(C)s3)cc1)C2=O
→ 108, 110, 104, 105, 115, 112, 107, 110, 108
49	CCCCCSc1nnc(-c2c(C)nc3ccc(Br)cn23)o1
→ 84, 104, 96, 87, 90, 89, 106, 75, 84
50	O=c1c(O)c(-c2cc(O)c(O)c(O)c2)oc2cc(O)cc(O)c12
→ 107, 87, 74, 95, 101, ., 103, 99, 99
51	COC(=O)CC/C(C)=N\Nc1ccc([N+](=O)[O-])cc1
→ 78, 47, 38, 76, 25, 54, 54, 35, 76
52	N#Cc1cc([C@@H]2Nc3ccc4[nH]ccc4c3[C@H]3C4CCC(C4)[C@@H]23)ccc1F (stereo partly drawn)
→ 99, 91, 84, 98, 99, 93, 108, 98, 101
53	COc1ccc(C2=CC(c3cc(OC)c(OC)c(OC)c3)n3ncnc3N2)cc1 (stereo not drawn)
→ 13, 1.7*, -13*, 51, 0.7*, 0.7*, -65*, 15, 43
54	CC(=O)c1ccc(NC(=O)c2ccc(-n3c(=O)[nH]c4ccccc4c3=O)cc2)cc1
→ 96, 112, 89, 105, 105, 104, 113, 100, 107
55	Cc1cnc2cc(Cl)ccc2c1Cl
→ 101, 117, 143, 103, 117, 100, 110, 110, 111
56	COC(=O)c1c[nH]c2ccc3ccccc3c(=O)c12
→ 103, 103, 86, 69, 100, 94, 93, 96, 90

A draw from above in order of count of non-hydrogen atoms, largest number first:
Under each structure – NCI/ADR-RES, HT29, NCI-H522, NCI-H226, NCI-H460, HCT-116, COLO 205, HCT-15, NCI-H322M
48	Cc1ccc2c(n1)C(=O)C(Cl)=C(Nc1ccc(S(=O)(=O)Nc3nnc(C)s3)cc1)C2=O
→ 108, 110, 104, 105, 115, 112, 107, 110, 108
53	COc1ccc(C2=CC(c3cc(OC)c(OC)c(OC)c3)n3ncnc3N2)cc1 (stereo not drawn)
→ 13, 1.7*, -13*, 51, 0.7*, 0.7*, -65*, 15, 43
47	O=c1cc[nH]c2c(Cl)cccc12
→ 83, 106, 96, 90, 99, 89, 100, ., 71
